High-throughput results from PubChem.
V-ATPase pHluor: yeast V-ATPase proton transport regulation by pHLuorin; S. cerevisiae, pHLuorin cytosolic pH fluorescence; response, % at 10 µM; 350,000 compounds, 0.37% hits; AID 504577; in the data active means response mostly above about 7.3%, no sharp cut-off; inactive means mostly below about 5.4%; further: actives read high; inactives centre near 0; some compounds called inactive have numbers as strong as hits
C-LANA FP: inhibitors of KSHV LANA C-terminal domain DNA binding; MBP-C-LANA/FAM-LBS DNA binding, fluorescence polarization; 340,000 compounds, 0.078% hits; inhibition, % at 9 µM;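 active means highest replicate inhibition at or above 60% at 9 µM, even if other replicates fall short; inactive means all replicates below 60% inhibition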;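 further: 0% = neutral control wells and 100% = 4 µM acridine orange control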
Arrestin-AP2 inh: human beta-arrestin and AP2 interaction inhibition | FITC-arrestin peptide / GST-AP2 beads, flow cytometry; AP2 beta2 appendage carries R879A mutation | 340,000 compounds, 0.31% hits | inhibition, % at 10 µM;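 active means inhibition above a set limit, near 3 SD of compounds lacking own fluorescence, cut at about 54% in these data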;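 further: plate controls were DMSO wells for no effect and 5 µM unlabelled arrestin peptide for full effect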
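test system = AP2 appendage R879A on GSH beads | buffer or medium = PBS plus Tween 20 (0.05%) and BSA (0.1%) | incubation = 12 min plus 1 h, RT | detection = bead flow cytometry, FITC channel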
Pemphigus Ab inh: human desmoglein-3 autoantibody binding inhibition. 310,000 compounds, 0.48% hits. DSG3-coupled beads, scFv-anti-DSG3-GFP binding, flow cytometry; active compounds read low. binding (percent of control), % at 10 µM. AID 588358. P32926;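 active means binding more than 3 SD below its plate's average and above zero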;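 further: hits lower antibody fragment binding to DSG3; some compounds called inactive have numbers as strong as hits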
Cardiac RTF inh: cardiac RTF calcium desensitization; 340,000 compounds, 0.12% hits; inhibition, % at 7.15 µM; IANBD-labeled cardiac RTF, Ca2+ fluorescence; P19429+P45379;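 active means inhibition above the mean inhibition of all tested compounds plus 3 SD, cut at about 17% in these data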;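 further: assay run at fixed EC70 calcium of 1.6 mM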
NSD2 inh: inhibitors of human histone methyltransferase NSD2 | AID 743445 | inhibition, % at 12.5 µM | NSD2 peptide methylation, AlphaScreen, 120 min | 310,000 compounds, 0.54% hits | O96028; in the data active means inhibition above about 50%
DAGLB inhibitor: blocks human DAGLB lipase activity | 340,000 compounds, 0.059% hits | Q8NCG7 | HEK293T DAGLB membrane lysate, EnzChek fluorogenic substrate | inhibition, % at 5.17 µM; in the data active means inhibition above about 34%;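 further: 0% = enzyme with vehicle and 100% = wells lacking enzyme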
Target sequence (Q8NCG7 whole entry, looked up): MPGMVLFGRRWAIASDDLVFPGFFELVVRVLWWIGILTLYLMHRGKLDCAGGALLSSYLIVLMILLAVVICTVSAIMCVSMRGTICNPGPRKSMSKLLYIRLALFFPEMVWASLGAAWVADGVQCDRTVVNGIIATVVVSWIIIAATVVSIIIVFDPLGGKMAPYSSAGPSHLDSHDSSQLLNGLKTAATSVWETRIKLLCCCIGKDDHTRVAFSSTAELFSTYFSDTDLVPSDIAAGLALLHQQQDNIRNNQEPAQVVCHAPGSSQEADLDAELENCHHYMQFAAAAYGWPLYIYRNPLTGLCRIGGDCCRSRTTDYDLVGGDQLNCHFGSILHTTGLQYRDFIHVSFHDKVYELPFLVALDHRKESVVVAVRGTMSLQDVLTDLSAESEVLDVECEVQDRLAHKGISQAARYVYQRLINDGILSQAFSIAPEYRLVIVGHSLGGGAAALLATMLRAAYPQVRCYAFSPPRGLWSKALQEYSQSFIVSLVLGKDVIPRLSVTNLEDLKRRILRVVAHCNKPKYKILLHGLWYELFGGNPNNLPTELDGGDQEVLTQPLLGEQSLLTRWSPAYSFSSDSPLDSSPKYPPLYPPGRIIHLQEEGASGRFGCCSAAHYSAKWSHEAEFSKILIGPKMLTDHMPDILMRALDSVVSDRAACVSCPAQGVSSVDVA
CAL PDZ FP-1: inhibitors of human CAL PDZ peptide binding. inhibition, % at 20 µM. AID 504414. purified CAL PDZ, TMR-peptide fluorescence polarization, 1 h. 330,000 compounds, 0.02% hits;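 active means highest replicate inhibition of at least 40%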;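 further: plate controls were DMSO neutral control wells for no effect and unlabeled competitor peptide control wells for full effect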
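Test system: purified CerCALP PDZ construct; Compound dosing: one concentration, 20 µM compound; Also added: TMR-labelled reporter peptide T*-PRC34 bound in PDZ groove; Read-out: inhibition from polarization loss; Controls: unlabelled peptide and DMSO controls; Signal: FP readout, S and P plane fluorescence; Incubation: 1 h at RT.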
Keap1-Nrf2 PPI: Keap1-Nrf2 (human) interaction inhibition; Q14145; 340,000 compounds, 0.15% hits; Keap1 Kelch-Nrf2 peptide fluorescence polarization, 1536-well; inhibition, % at 9.4 µM; AID 504523; in the data active means inhibition above about 12%;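 further: human Keap1 Kelch domain with fluorescein labeled Nrf2 9mer peptide probe; 0% = neutral control wells and 100% = peptide positive control; higher means more block of Keap1 binding to Nrf2 peptide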
CAL PDZ FP-2: inhibitors of human CAL PDZ peptide binding | purified CAL PDZ, TMR-peptide fluorescence polarization, 1 h | 300,000 compounds, 0.92% hits | AID 602252 | inhibition, % at 24.9 µM | Q9HD26;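 active means mean inhibition of at least 30% with at least half of replicates also reaching 30%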;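 further: 0% = DMSO neutral control and 100% = excess unlabeled competitor peptide PRC23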
* marks the source's active call; other numbers are inactive results; . = not tested or not shown.

cpd | mol | V-ATPase pHluor | C-LANA FP | Arrestin-AP2 inh | Pemphigus Ab inh | Cardiac RTF inh | NSD2 inh | DAGLB inhibitor | CAL PDZ FP-1 | Keap1-Nrf2 PPI | CAL PDZ FP-2
1 | O=C(C[n+]1ccccc1)N/N=C/c1ccc(Br)cc1 | 0 | -4.9 | 0 | . | -1 | -2 | -5 | -0.2 | -2 | 2
2 | O=C(Nc1ccccc1-c1ccccc1)c1cccc(C(F)(F)F)c1 | 10 | 0.3 | -8 | 88 | 4 | -5 | -6 | 0.1 | -6 | 0
3 | CC1(C)CC(=O)C2=C(C1)Nc1cc(C(=O)c3ccccc3)ccc1NC2c1ccccn1 (stereo not given) | 3 | -0.4 | -1 | 100 | -1 | 0 | 5 | -2.5 | 3 | -2
4 | CCOC(=O)c1ccc(NC(=O)CSc2nnc(C3CCCCC3)n2C)cc1 | -1 | 1.5 | -10 | . | -11 | -9 | -2 | -0.1 | 4 | -4
5 | CCOc1ccc(NS(=O)(=O)c2cc(C(=O)N(CC)CC(=O)NCc3cccs3)ccc2C)cc1 | 0 | 1.8 | -8 | 104 | -7 | -8 | 0 | -2.0 | -3 | -2
6 | O=C(COC(=O)Cc1cccs1)NCC(=O)Nc1ccc(F)cc1 | 0 | -2.9 | -13 | 95 | -10 | -1 | 1 | -0.1 | 2 | -6
7 | CCOc1ccc(NC(=O)CNC(=O)c2cn(-c3ccccc3OC)c(=O)c3ccccc23)cc1 | -1 | 0.5 | -21 | 105 | -5 | . | 5 | -2.3 | 3 | -1
8 | CCN(CC)c1ccc(/C=C(/C#N)c2nc3ccccc3[nH]2)c(OC(C)C)c1 | 0 | 0.5 | 3 | 220 | -291 | 2 | -106 | -2.2 | -10 | -1
9 | COc1ccc(N2CCN(c3ccc(NC(=O)C4CCCCC4)cc3C#N)CC2)cc1 | -5 | -0.4 | -7 | 111 | -2 | . | -2 | -0.9 | 0 | .
10 | CCCCCN(C(=O)CCCSc1nncs1)c1c(N)n(CCCC)c(=O)[nH]c1=O | -3 | -0.2 | 14 | 101 | 0 | -2 | 0 | -4.2 | -2 | -4
11 | COc1ccc(C2CC(c3ccco3)n3ncnc3N2)cc1 (stereo not given) | 2 | 2.5 | 4 | 104 | -19 | . | -1 | 0.2 | -4 | 3
12 | COc1cccc(NC(=O)c2sc3ncn(CC(=O)N4CCN(c5ccccn5)CC4)c(=O)c3c2C)c1 | 2 | 3.2 | 0 | 102 | 2 | . | -2 | -1.9 | -7 | -2
13 | Cc1ccc(OCC(=O)NCc2cccnc2)cc1 | -4 | 1.6 | 13 | 112 | 3 | -1 | 3 | -2.8 | -3 | 0
14 | CC(NC(=O)c1ccccc1Cl)C1CC2CCC1C2 (stereo not given) | -2 | 0.3 | 20 | 98 | 3 | -5 | -4 | -2.5 | -2 | -5
15 | Cn1c(COc2ccccc2)nnc1SCC(=O)Nc1ccc2c(c1)OCO2 | -2 | -0.2 | 5 | 100 | 1 | -2 | 1 | -2.5 | -5 | -2
16 | NS(=O)(=O)c1cccc(NC(=O)COC(=O)C2CCN(S(=O)(=O)c3cccs3)CC2)c1 | -6 | 0.8 | -4 | 101 | 6 | 11 | -4 | -1.2 | 4 | -1
17 | O=S(=O)(c1ccc(Cl)cc1)N1CCN(C2CCCCCC2)CC1 | 19 | 0.0 | 11 | . | -7 | 6 | -6 | -0.5 | -6 | .
18 | Cc1ccc(N2CC(C(=O)N3CCCCC3)CC2=O)cc1C (stereo not given) | 0 | 0.7 | 3 | 80 | -5 | -3 | 0 | -1.4 | -1 | -2
19 | COc1cccc(CN2C(=O)C(C)Oc3ccccc32)c1 (stereo not given) | 2 | -2.1 | -8 | 118 | -3 | -4 | -4 | -0.5 | -3 | -2
20 | CCOc1ccc(N=C2SC(C(=O)Nc3ccccc3C#N)C(N)=C2C(=O)Nc2ccc(Cl)cc2)cc1 (stereo not given) | -5 | 0.5 | 3 | 102 | -12 | 3 | 1 | -2.4 | -2 | 0
21 | CCc1ccc(C(=O)COC(=O)c2cccc(N3C(=O)c4c(C)nc5ccccc5c4C3=O)c2)cc1 | -1 | 0.1 | 16 | 94 | 0 | 0 | -4 | 0.0 | -2 | .
22 | COC(=O)[C@@H]1C[C@@]2(O)[C@H](O)[C@H](O)[C@H](O)C[C@H]2N1C/C=C/c1ccccc1 | 0 | -0.8 | -1 | 101 | 1 | . | 1 | -0.5 | -6 | -4
23 | CCCN(CCC)C(=O)c1ccc2c(=O)n(Cc3ccco3)c(=S)[nH]c2c1 | -3 | 2.6 | -11 | 108 | -3 | 2 | 1 | -2.2 | 2 | .
24 | CC(OC(=O)C1=Cc2ccccc2OC1)C(=O)NCc1ccco1 (stereo not given) | -2 | -2.6 | 39 | 91 | -7 | 0 | -2 | -0.6 | -3 | -2
25 | O=c1oc2ccccc2cc1-c1csc(Cc2nc(-c3ccc(Br)cc3)cs2)n1 | 1 | -0.3 | 20 | . | 1 | 3 | -2 | -2.3 | 1 | -3

Some of the entries above, set out differently.
4	CCOC(=O)c1ccc(NC(=O)CSc2nnc(C3CCCCC3)n2C)cc1
5	CCOc1ccc(NS(=O)(=O)c2cc(C(=O)N(CC)CC(=O)NCc3cccs3)ccc2C)cc1
6	O=C(COC(=O)Cc1cccs1)NCC(=O)Nc1ccc(F)cc1
7	CCOc1ccc(NC(=O)CNC(=O)c2cn(-c3ccccc3OC)c(=O)c3ccccc23)cc1
8	CCN(CC)c1ccc(/C=C(/C#N)c2nc3ccccc3[nH]2)c(OC(C)C)c1
9	COc1ccc(N2CCN(c3ccc(NC(=O)C4CCCCC4)cc3C#N)CC2)cc1
10	CCCCCN(C(=O)CCCSc1nncs1)c1c(N)n(CCCC)c(=O)[nH]c1=O
11	COc1ccc(C2CC(c3ccco3)n3ncnc3N2)cc1 (stereo not given)
Screen / compound no.	4	5	6	7	8	9	10	11
V-ATPase pHluor	-1	0	0	-1	0	-5	-3	2
C-LANA FP	1.5	1.8	-2.9	0.5	0.5	-0.4	-0.2	2.5
Arrestin-AP2 inh	-10	-8	-13	-21	3	-7	14	4
Pemphigus Ab inh	.	104	95	105	220	111	101	104
Cardiac RTF inh	-11	-7	-10	-5	-291	-2	0	-19
NSD2 inh	-9	-8	-1	.	2	.	-2	.
DAGLB inhibitor	-2	0	1	5	-106	-2	0	-1
CAL PDZ FP-1	-0.1	-2.0	-0.1	-2.3	-2.2	-0.9	-4.2	0.2
Keap1-Nrf2 PPI	4	-3	2	3	-10	0	-2	-4
CAL PDZ FP-2	-4	-2	-6	-1	-1	.	-4	3

12	COc1cccc(NC(=O)c2sc3ncn(CC(=O)N4CCN(c5ccccn5)CC4)c(=O)c3c2C)c1
Screen / compound no.	12
V-ATPase pHluor	2
C-LANA FP	3.2
Arrestin-AP2 inh	0
Pemphigus Ab inh	102
Cardiac RTF inh	2
NSD2 inh	.
DAGLB inhibitor	-2
CAL PDZ FP-1	-1.9
Keap1-Nrf2 PPI	-7
CAL PDZ FP-2	-2

Going on with the list:
cpd | mol | V-ATPase pHluor | C-LANA FP | Arrestin-AP2 inh | Pemphigus Ab inh | Cardiac RTF inh | NSD2 inh | DAGLB inhibitor | CAL PDZ FP-1 | Keap1-Nrf2 PPI | CAL PDZ FP-2
26 | CCC(=O)Nc1ccc(NC(=O)c2cccc3ccccc23)cc1 | -3 | -1.7 | -8 | 120 | -3 | 2 | 2 | -2.8 | 3 | -4
27 | Cc1ccc(CN2CCN(/N=C/c3cc(Br)cc(Br)c3O)CC2)c(C)c1 | 3 | 0.9 | 0 | 105 | -13 | -1 | -5 | -1.9 | -6 | -1
28 | COc1ccc(CCNC(=O)COC(=O)/C=C/c2cc(OC)ccc2OC)cc1 | 3 | -2.3 | 8 | 105 | -7 | -3 | -4 | -0.9 | -2 | .
29 | O=C(Cc1ccc(-c2ccccc2)cc1)NCCN1CCOCC1 | 4 | -0.6 | 35 | 89 | 2 | 0 | 3 | . | -6 | -2
30 | Cc1ccccc1-n1nc2c(c1NC(=O)/C=C\c1ccc3c(c1)OCO3)CSC2 | -7 | 1.5 | -2 | 96 | -4 | . | -1 | -0.4 | -3 | -2
31 | CCOC(=O)/C(C(=O)Nc1ccccc1Cl)=C1/NC(C)(C)Cc2ccccc21 | -4 | -0.7 | -6 | 91 | -1 | . | -11 | -2.8 | -2 | -3
32 | CCS(=O)(=O)N1CCCC(C(=O)NCCc2ccccc2)C1 (stereo not given) | -3 | -0.5 | 0 | 97 | -2 | -1 | -1 | -2.3 | 0 | -4
33 | O=C(Cc1cc(=O)oc2cc(O)ccc12)NCC1CCC(C(=O)O)CC1 (stereo not given) | -4 | -1.3 | -3 | 93 | -9 | -5 | 4 | -2.3 | 5 | 10
34 | O=C(C1CCCN(S(=O)(=O)c2cccc3nsnc23)C1)N1CCN(c2ccccn2)CC1 (stereo not given) | 4 | 0.1 | 2 | 106 | -1 | 13 | 4 | -1.3 | -4 | -2
35 | CC(C)c1ccc(CN(C(=O)c2cccs2)C2CCS(=O)(=O)C2)cc1 (stereo not given) | -1 | 0.2 | 6 | 107 | -3 | 3 | 2 | -2.5 | 4 | -6
36 | Cc1cc2c(cc(C(=O)OC(C(=O)NCC3CCCO3)C(C)C)n2C)o1 (stereo not given) | -3 | -0.5 | 3 | 95 | -7 | 6 | -2 | 0.0 | 0 | -7
37 | CCOC(=O)Cc1nc2ccccc2[nH]1 | 3 | 1.8 | 1 | 94 | 2 | -1 | 0 | 0.1 | -3 | .
38 | CCOc1cc(/C=N/NC(=O)c2cc(C3CC3)[nH]n2)ccc1O | -2 | 1.3 | -4 | 91 | -35 | 18 | -1 | -1.4 | 3 | -1
39 | CCOC(=O)C1CCCN(C/C=C/c2ccccc2[N+](=O)[O-])C1 (stereo not given) | -5 | -0.8 | -8 | 100 | -4 | 9 | -2 | -0.5 | 0 | -8
40 | O=C(CCc1nnc2ccc(NCc3ccco3)nn12)Nc1ccccn1 | -2 | 2.8 | 7 | 98 | 2 | 1 | -1 | -2.4 | 1 | -5
41 | COc1cccc(OCC(O)CNC(=O)c2oc3c(C)c(C)ccc3c2C)c1 (stereo not given) | 2 | -0.9 | 2 | 103 | 7 | 20 | -9 | 2.9 | -3 | -10
42 | CCc1cccc(CC)c1NC(=O)COC(=O)CC1c2ccccc2CCN1S(=O)(=O)c1ccc(F)cc1 (stereo not given) | 2 | -2.3 | 1 | 100 | -13 | 0 | -6 | 0.3 | -2 | -1
43 | CSc1nc(C)cc(OCNC(=O)c2cccs2)n1 | 1 | 0.5 | -1 | 116 | -1 | -3 | 2 | -2.6 | -6 | -1
44 | C=CCSc1nc2ccccc2n1S(=O)(=O)c1ccc(C)cc1 | -1 | 0.2 | -2 | . | -3 | 1 | 1 | -0.8 | -1 | -1
45 | Cc1ccc(-c2nc(CC(=O)Nc3cccc(S(=O)(=O)NC4=NCCC4)c3)cs2)cc1 | -1 | 0.5 | 0 | . | 2 | -4 | -2 | -1.8 | -5 | 2

Some of the compounds tested; the hit share may differ from the screen's.
